# Screening results as filed in PubChem.
# SRC1 TRFRET art = TR-FRET detection interference compounds, primary screen, artefact control for PPARgamma SRC-1 recruitment agonists, biochemical, TR-FRET emission ratio; TR-FRET ratio at 8 µM; TR-FRET detection artefact counter-screen; stronger effect = higher value; 99,000 compounds, 0.34% hits; in the data active = TR-FRET ratio above about 2300; also: inactives centre near 1800
# SRC3 TRFRET art = TR-FRET detection interference compounds, artefact control for PPARgamma SRC-3 recruitment agonists, biochemical, TR-FRET ratio | TR-FRET artefact counter-screen, PPARgamma/SRC-3 format; stronger effect = higher value | TR-FRET ratio at 8 µM | AID 1048, 2008 | 99,000 compounds, 0.39% hits; in the data active = TR-FRET ratio above about 2000; also: inactives centre near 1600
# The depositor's hits bear a star. An excerpt, so the mix of outcomes need not match the whole.
# The line under a structure holds: SRC1 TRFRET art, SRC3 TRFRET art
Cc1c(Br)c([N+](=O)[O-])nn1CC(=O)Nc1ccccn1
  1583, 1433
CC(C)CCN1CCN(Cc2cccn2-c2nccs2)CC1CCO (centres undefined)
  1851, 1863
Cc1ccc(SCc2ccc(C(=O)Nc3ccccc3Br)cc2)cc1
  1761, 1398
O=C(ONC1=NCCCCC1)c1cccc([N+](=O)[O-])c1
  1748, 1514
Cc1ccc(S(=O)(=O)Nc2ccccc2CNc2ncc(Br)cc2Br)cc1
  1705, 1713
O=C(Nc1ccc2nn(-c3ccccc3)nc2c1)c1ccc(Br)o1
  1587, 1677
Cc1ccc2[nH]c(=O)c(CN(CCCN3CCOCC3)C(=O)Nc3ccc(Cl)cc3)cc2c1
  1654, 1580
Cc1ccc(C#CC[N+](C)(C)CC#Cc2ccccc2)cc1
  1812, 1356
COc1ccccc1-n1nc(C(=O)Nc2ccc3c(c2)OCO3)c2ccccc2c1=O
  1704, 1444
CCS(=O)(=O)N1Cc2ccccc2CC1C(=O)Nc1nc2ccccc2[nH]1 (centres undefined)
  1723, 1539
CC1CN(C(=O)c2ccccc2)c2ccccc2NC1=O (centres undefined)
  1746, 1606
CSc1ccccc1NC(=O)CN1CC(C)OC(C)C1 (centres undefined)
  1957, 1350
CCOC(=O)c1cnc2[nH]c3ccccc3n2c1=O
  1935, 1860
O=C(NCCCn1ccnc1)c1noc2c1CCCC2
  1418, 1652
CCN(CC)S(=O)(=O)c1cc(NC(=O)CNc2c(C)n(C)n(-c3ccccc3)c2=O)ccc1C
  1844, 1605
Cc1ccc(/C=N/NC(=O)c2cccnc2)o1
  1870, 1560
C=CCn1c(O)c(N=NC(=O)CNC(=O)c2ccco2)c2ccccc21
  1886, 1747
Cc1ccc(NC(=O)C(=O)NCc2ccc(/C=N/NC(=O)c3c(C)nc4cc(C)ccn34)o2)cc1
  1607, 1524
Cc1ccc(C(=O)c2cc(C)sc2N)cc1
  1865, 1524
COc1cc(C2OC(c3cc(OC)c(OC)c(OC)c3)C(C)C2C)cc(OC)c1OC (centres undefined)
  2149, 1710
Cc1ccc(CNC(=O)Nc2cccs2)cc1
  2163, 1518
CCC(C)(C)n1nnnc1C(c1ccc(O)c(OC)c1)N1CCN(c2nc3ccccc3s2)CC1 (centres undefined)
  1711, 1744
CSc1ccc(C2CC(=O)Nc3nc(SC)[nH]c(=O)c32)cc1 (centres undefined)
  1703, 1544
Cc1ccc(S(=O)(=O)NCC2NCCc3ccccc32)cc1 (centres undefined)
  1596, 1285
FC(F)Oc1ccc(/C=N/N2CCCCC2)c(OC(F)F)c1
  1783, 1448
O=C1CCN(Cc2nc(-c3ccc(Cl)cc3)no2)CCN1
  1785, 1622
Cc1cc(C(=O)COC(=O)c2ccc[nH]c2=O)c(C)n1C1CC1
  1842, 1651
Cc1ccc(-c2cc(C(=O)Nc3nccs3)c3ccccc3n2)o1
  1643, 1224
CCc1ccc(NC(=O)C2(C)Cc3ccccc3C(=O)O2)cc1 (centres undefined)
  1916, 1442
CCn1ccnc1CN(C)C(=O)CC1C(=O)NCCN1Cc1c(F)cccc1Cl (centres undefined)
  1699, 1574
CCN(CCn1cccn1)C(=O)CCc1nnc(CCc2ccccc2OC)o1
  1620, 1561
CNC(=O)CN(c1ccc(C23CC4CC(CC(C4)C2)C3)cc1)S(C)(=O)=O
  1847, 1555
COc1ccccc1NC1=C(Cl)C(=O)OC1OC(=O)c1ccco1 (centres undefined)
  1817, 1584
Cc1ccc(NC(=O)CSc2cccc[n+]2[O-])c([N+](=O)[O-])c1
  1545, 1656
Cc1sc2ncnc(OCC(=O)NC(C)C(C)C)c2c1C (centres undefined)
  1762, 1508
O=C(N/N=C/c1ccccc1O)C1(O)c2ccccc2-c2ccccc21
  2073, 1680
Cc1cc(C)c(S(=O)(=O)c2ccccc2Cl)c(Cl)n1
  1889, 1552
CC(Oc1ccccc1)C(=O)NNC(=O)c1cccs1 (centres undefined)
  1527, 1511
O=C(CSc1nnc(-c2ccc3c(c2)OCO3)o1)Nc1ncc(Cl)cc1Cl
  1819, 1460
COCCNC(=O)CCCn1c(=O)c2cc(OC)c(OC)cc2n(CC(=O)Nc2ccccc2OC)c1=O
  1774, 1534
O=C(COC(=O)CCCOc1ccc(Cl)cc1Cl)NCc1ccc(F)cc1
  1953, 1718
NC(=O)c1ccsc1NC(=O)COC(=O)CSc1ccc(Cl)cc1
  1571, 1652
O=C(N/N=C/c1ccccc1C(=O)O)C(=O)N1CCCCC1
  1981, 1628
Cc1ccc(SCc2nn(C)c(Cl)c2C=O)cc1
  1797, 1339
O=C(CSc1nc(-c2ccccc2Cl)ns1)Nc1ccc2c(c1)OCO2
  1655, 1411
O=C(COC(=O)Cn1cnc2ccccc2c1=O)NCc1ccccc1Cl
  1724, 1673
CCOC(=O)n1n[n+]([O-])c2ccccc21
  1851, 1489
O=C(CSc1cccc[n+]1[O-])Nc1ccccc1Oc1ccccc1
  1757, 1649
Cc1cccc(C)c1NC(=S)N(Cc1ccccc1)Cc1cccs1
  2068, 1555
CCc1ccc(CN(C)C(=O)c2cc(COc3c(F)cccc3F)on2)cc1
  1843, 1392
COc1ccc2nc3sc(C(=O)N4CCN(C)CC4)cc3cc2c1
  1877, 1536
C#CCNC(=O)C1=C[C@H](c2cn(C(C)=O)c3ccccc23)[C@@H](CCCO)[C@H](OCC)O1
  1820, 1588
CC1CCN(S(=O)(=O)c2ccc3c(c2)N(CC(=O)NCc2cccnc2)C(=O)CS3)CC1
  1636, 1521
Cc1c(C(=O)OCC(=O)NCc2ccc3c(c2)OCO3)cccc1[N+](=O)[O-]
  1683, 1559
O=C(NC(=S)Nc1ccccc1F)c1ccc(Br)o1
  2036, 1768
O=C(CSc1ccc(Br)cc1)N1CCN(C(=O)c2ccco2)CC1
  1747, 1454
Fc1ccc(NC(=S)N2CCCCC2)cc1
  1545, 1444
Cc1ccc(NC(=O)COC(=O)Cc2ccsc2)c(C)c1
  1689, 1292
CCSCc1nnc(SCC(=O)Nc2cccc(C(C)=O)c2)n1C
  1798, 1585
O=C(CN1CCN(S(=O)(=O)c2ccc(Br)cc2)CC1)N/N=C/c1ccc(Br)s1
  1628, 1669

# Further entries follow:
# The line under a structure holds: SRC1 TRFRET art, SRC3 TRFRET art
CCn1c(=N)n(CCO)c2ccccc21
  1788, 1619
CC(OC(=O)CCc1c[nH]c2ccccc12)C(=O)c1ccccc1 (centres undefined)
  1667, 1696
Cn1c(N)c(C(=O)COC(=O)CSc2ccc3ccccc3c2)c(=O)n(C)c1=O
  1786, 1697
O=C(COc1ccccc1)NCC(=O)N/N=C/c1ccccc1
  1825, 1634
CC(O)C(NC=C1C(=O)OC(C)(C)OC1=O)C(=O)O (centres undefined)
  1852, 1663
O=c1oc2ccccc2c(NCCO)c1[N+](=O)[O-]
  1618, 1598
Nc1nc2n(n1)C(=O)CC(c1ccccc1)N2 (centres undefined)
  1799, 1707
Cc1ccccc1-c1nc(CSc2nc3c(c(=O)[nH]2)CCC3)c(C)o1
  1864, 1702
COc1ccc(-n2c(SCC3OCCO3)nc3c(sc(=S)n3-c3ccccc3)c2=O)cc1OC
  2174, 1737
CCOC(=O)Cc1nn(Cc2ccccc2)c(=O)c2ccccc12
  1668, 1648
O=C(Nc1cccc(O)c1)c1ccc([N+](=O)[O-])cc1Cl
  1857, 1599
Cc1nc(-c2cccs2)ccc1C(=O)O
  1937, 1757
CC(C)[C@H](NC(=O)c1ccccc1)C(=O)N1CCc2ccccc21
  1917, 1701
O=C1c2cccc3cccc(c23)C(=O)N1CC1CCN(CC(O)COCc2ccc3c(c2)OCO3)CC1 (centres undefined)
  1524, 1351
CCOC(=O)C1CCN(C(=O)NS(=O)(=O)c2ccc(C)cc2)CC1
  1735, 1566
CN(C)S(=O)(=O)c1ccc(N2CCCC2)c(C(=O)N2CCN(c3ccc([N+](=O)[O-])cc3)CC2)c1
  1396, 1431
COc1ccccc1C1CC(=O)NC(C)=C1C(=O)OC(C)C (centres undefined)
  1934, 1667
CCOC(=O)c1sc2nc(CC(C)C)c3c(c2c1N)CCC3
  1932, 1650
O=C(/C=C/N1CCN(Cc2ccccc2)CC1)C(F)(F)F
  1689, 1432
O=C(O)CN1CCCCC1
  1658, 1506
Cc1cc(=O)n2ccsc2n1
  1508, 1494
COc1ccc(C)cc1N(C(=O)c1ccc(F)cc1)c1nc2ccccc2s1
  2003, 1647
CC1CC(C)CN(C(=O)Cn2cc(C=O)c3ccccc32)C1 (centres undefined)
  1931, 1721
COc1c(Cl)cc(Cl)cc1/C=C/C(=O)c1ccc(NC(=O)c2cccs2)cc1
  1593, 1623
CN1CCN(c2ccc(NC(=O)c3ccc4c(c3)OCCO4)cc2)CC1
  1991, 1614
C=CCc1cc(Cl)ccc1OCCN1CC(C)OC(C)C1 (centres undefined)
  1447, 1370
CC(=O)Nc1ccc(NS(=O)(=O)c2ccc(C)cc2)c([N+](=O)[O-])c1
  1529, 1473
O=C(Nc1ccc(Cl)c([N+](=O)[O-])c1)ONC1=NCCCCC1
  1907, 1496
CC(=O)c1ccc(-n2nncc2-c2ccc([N+](=O)[O-])cc2)cc1
  1640, 1457
Cc1ccccc1-n1nnnc1SCC(=O)NCC1CCCO1 (centres undefined)
  1725, 1590

# One compound at a time (already shown):
# CC(OC(=O)CCc1c[nH]c2ccccc12)C(=O)c1ccccc1 (centres undefined) is entered as SRC1 TRFRET art = 1667; SRC3 TRFRET art = 1696
# CN1CCN(c2ccc(NC(=O)c3ccc4c(c3)OCCO4)cc2)CC1 is entered as SRC1 TRFRET art = 1991; SRC3 TRFRET art = 1614

# Some of these compounds in order of heavy-atom count, low to high.
# The line under a structure holds: SRC1 TRFRET art, SRC3 TRFRET art
CCn1c(=N)n(CCO)c2ccccc21
  1788, 1619
O=C(Nc1ccc(Cl)c([N+](=O)[O-])c1)ONC1=NCCCCC1
  1907, 1496
CC(=O)c1ccc(-n2nncc2-c2ccc([N+](=O)[O-])cc2)cc1
  1640, 1457
CC(C)[C@H](NC(=O)c1ccccc1)C(=O)N1CCc2ccccc21
  1917, 1701

# The list goes on.
# The line under a structure holds: SRC1 TRFRET art, SRC3 TRFRET art
CC1CN(C(=S)SCC(=O)c2ccc(Cl)cc2)CC(C)O1 (centres undefined)
  1822, 1540
O=S(=O)(c1ccc(F)cc1)N1CCN=C1SCc1cccnc1
  1756, 1784
Cc1ccc2nc(Cl)c(C3CC(c4cccs4)=NN3S(C)(=O)=O)cc2c1 (centres undefined)
  1754, 1690
CC(C)(C)c1ccc(/C=C/C(=O)Nc2nncs2)cc1
  1699, 1621
Cc1ccc(/C=N/NC(=O)c2cc(C3CC3)nc3ccccc23)o1
  1752, 1642
Cc1ccc(NC(=S)N2CCSC2c2cccs2)cc1 (centres undefined)
  1484, 1339
CC(=O)Nc1ccc(NC(=O)CCC(=O)OCC(=O)c2ccc(C)c([N+](=O)[O-])c2)cc1
  1792, 1640
Cc1ccc(NC(=S)N=Nc2c(O)[nH]c3ccccc23)cc1
  2018, 1474
Cc1cc(C(=O)N/N=C/c2sccc2C)no1
  1748, 1497
COc1ccc(/C(C)=N/Nc2cc(C(F)(F)F)ccc2Cl)c(OC)c1
  1936, 1245
O=C(Nc1ccccc1-c1nnc(SCc2ccc(Cl)cc2Cl)o1)c1ccccc1
  1892, 1719
COC(=O)c1ccc(CN2CCN(C3CCCCC3)C(CCO)C2)cc1 (centres undefined)
  1777, 1652
N#C/C(=C(/O)COc1ccc(Cl)cc1)c1nc2ccccc2s1
  1619, 1753
CN1C(=O)/C(=C/c2ccccc2OCc2ccc(F)cc2)N(C)C1=S
  1729, 1682
O=C(NCCN1CCOCC1)c1ccc(N2CCCC2)c([N+](=O)[O-])c1
  1741, 1685
Cc1cc2c(OCC(O)CN3CCCCC3)cccc2[nH]1 (centres undefined)
  1836, 1507
CCOC(=O)Cc1csc(NC(=O)CSc2nnc(-c3ccncc3)o2)n1
  1744, 1634
COc1ccc(COCC(O)CN(Cc2ccco2)Cc2ccccc2O)cc1 (centres undefined)
  1882, 1653
C/C(=C\c1ccccc1)C1NC(=O)c2c(sc3c2CCCC3)N1 (centres undefined)
  1803, 1646
CCOC(=O)c1c(NC(=O)CN2CCOCC2)sc2c1CCCC2
  1762, 1525
Cc1c(O)c(=O)ccn1Cc1ccccc1
  1787, 1631
Cc1cc(N2CCOCC2)ccc1/C=C1\NC(=O)N(Cc2ccccc2)C1=O
  1979, 1489
Cc1ccc(NC(=O)CSc2nc3[nH]ncc3c(=O)[nH]2)cc1
  2018, 1594
CCCC(=O)c1ccc(N2CCCCC2)c(F)c1
  1580, 1459
COc1ccc(-c2ccccc2)cc1NCc1ccccc1C
  1837, 1446
O=C(NC1CCCC1)C(c1cc2c(cc1[N+](=O)[O-])OCO2)N1CCCC1 (centres undefined)
  1722, 1524
CCOC(=O)C1NN=C(C(=O)c2ccccc2)C1c1ccc(OC)cc1 (centres undefined)
  1826, 1850
CCC(CC)C(=O)Nc1cccc(SC)c1
  1599, 1396
COC(=O)c1ccc(NC(=S)NC(=O)c2c(Cl)cnn2C)cc1
  1811, 1404
CCOCCCNC(=O)C(c1ccccc1)N(Cc1cccs1)C(=O)c1ccccc1O (centres undefined)
  1801, 1436
CC(Sc1ccsc1[N+](=O)[O-])C(=O)NCc1ccco1 (centres undefined)
  1780, 1459
COc1ccc(CCN2C(=S)N(C)C(=O)C2CC(=O)Nc2ccc(OC)cc2)cc1 (centres undefined)
  1803, 1586

# Single values from above:
# `Fc1ccc(NC(=S)N2CCCCC2)cc1` in SRC1 TRFRET art reads 1545
# `Cc1ccc(/C=N/NC(=O)c2cc(C3CC3)nc3ccccc23)o1` in SRC1 TRFRET art reads 1752
# `Cc1ccc(SCc2nn(C)c(Cl)c2C=O)cc1` in SRC3 TRFRET art reads 1339
